Spn MK inh = S. pneumoniae MK inhibitors, primary screen, biochemical, PK/LDH-coupled NADH absorbance. actives 0.48% (n = 65,000). inhibition, % at 10 µM. purified MK, PK/LDH-coupled NADH absorbance 340 nm. AID 555, 2006;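 active means ranked among the strongest by inhibition in the single 10 µM screen, a fixed top-ranked set picked for dose follow-up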; further: no value below 0 was filed
HPDE-C7K KRASV12 = cytotoxicity in KRAS-transformed pancreatic duct cells, primary screen, cell-based, fluorescence, HTS (AID 431) | actives 1.7% (n = 63,000) | HPDE-C7K KRASV12 cells, Alamar Blue viability, 48 h; higher % means a stronger effect | one-dose cytotoxicity, % at 10 µM; EC50 in µM for titrated hits;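 active means compounds whose percent cytotoxicity in the single-dose primary screen, scaled between solvent and toxic-drug controls, exceeds 50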;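 further: 0% = DMSO solvent wells and 100% = doxorubicin-treated wells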
Bfl-1 inhibitors = Bfl-1 inhibitors, primary screen, biochemical, fluorescence polarization, FITC-Bid, mouse (AID 432) | actives 0.02% (n = 64,000) | Bcl-2-related protein A1 (Mus musculus) | FITC-Bid BH3 peptide fluorescence polarization displacement; higher % means a stronger effect | displacement, % at 20 µM; hits with a dose series show IC50 in µM; in the data active means a potency from the dose series; inactive means the rest, 99 in 100 with displacement below about 15%; further: strong numbers were not always called active
HT1080 cytotoxicity = cytotoxicity in HT1080 fibrosarcoma cells, cell-based, fluorescence readout (AID 620) | HT1080 viability, fluorescence; higher % means a stronger effect | cytotoxicity, % at 10 µM; hits with a dose series show EC50 in µM | actives 0.42% (n = 87,000);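 further: cells exposed to compound overnight then 4 h with Alamar Blue; 0% = vehicle DMSO and 100% = killing control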
Spn DPM-DC inh = S. pneumoniae DPM-DC inhibitors, primary screen, biochemical, PK/LDH-coupled NADH fluorescence. diphosphomevalonate decarboxylase (Streptococcus pneumoniae D39). AID 556, 2006. calls only at 10 µM. purified DPM-DC. actives 0.49% (n = 65,000);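 active means the 320 compounds with the highest percent inhibition in the single-dose primary screen, excluding strongly autofluorescent ones, cut at about 32% in these data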;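 further: kinetic rate of NADH fluorescence loss reporting ADP formed by the decarboxylase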
HPDE-C7 viability = cytotoxicity in HPDE-C7 cells, cell-based, fluorescence, HTS (AID 430). HPDE-C7 pancreatic duct cells viability, fluorescence; higher % means a stronger effect. actives 1.8% (n = 63,000). cytotoxicity, % at 10 µM, or EC50 in µM where a hit was titrated;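 further: cells exposed to compound for 48 hours before viability readout; 0% = vehicle and 100% = reference cytotoxic drug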
LYP phosphatase = LYP phosphatase inhibitors, primary screen, biochemical, DiFMUP fluorescence, recombinant catalytic domain, 10 µM (AID 606); Tyrosine-protein phosphatase non-receptor type 22 (Homo sapiens); recombinant LYP catalytic domain, DiFMUP fluorescence; higher % means a stronger effect; one-dose inhibition, % at 10 µM; IC50 in µM for titrated hits; 52,000 tested, under 10 active;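 active means IC50 under 40 µM in the dose-response test; inactive means IC50 of 40 µM or more, or never dose-tested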
Alkaline phosphatase = human TNAP enzyme inhibitors, biochemical, luminescent (AID 518); purified TNAP enzyme, luminescent substrate readout; higher % means a stronger effect; inhibition, % at 20 µM, or IC50 in µM where a hit was titrated; actives 0.09% (n = 64,000); Alkaline phosphatase, tissue-nonspecific isozyme (Homo sapiens); in the data active means a potency from the dose series; inactive means the rest, 99 in 100 with inhibition below about 22%;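 further: plate controls were vehicle for no effect and reference inhibitor for full effect; many of its hits are not listed in these tables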
PMK inhibit = S. pneumoniae PMK inhibitors, primary screen, biochemical, mevalonate pathway, pilot trial included. inhibition, % at 10 µM. actives 0.49% (n = 65,000). phosphomevalonate kinase (Streptococcus pneumoniae D39). AID 539, 2006. purified PMK, PK/LDH-coupled NADH absorbance 340 nm;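 active means top-ranked compounds by inhibition in the single 10 µM screen, taking a fixed number of the strongest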;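 further: 0% = full reaction with DMSO carrier and 100% = background rate without enzyme reaction; no value below 0 was filed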
PMK inhibit pilot replicates = second read-out of PMK inhibit, no call of its own (marks repeat the call); inhibition, %; measured here: pilot screen replicates
Spn MK inh pilot replicates = also measured in Spn MK inh; calls as there; inhibition, %; measured here: pilot screen replicates
Spn DPM-DC inh pilot screen % = second read-out of Spn DPM-DC inh, no call of its own (marks repeat the call); inhibition, %; measured here: pilot screen trials
An asterisk follows results filed as active; i = inactive; / = not tested or not shown. Unless noted, no stated cut-off is given here; in the data, active means cytotoxicity above about 50%; inactive means the rest. Not a hit list, and some 3.5% of all compounds hit somewhere here.

SMILES	Spn MK inh	HPDE-C7K KRASV12	Bfl-1 inhibitors	HT1080 cytotoxicity	Spn DPM-DC inh	HPDE-C7 viability	LYP phosphatase	Alkaline phosphatase	PMK inhibit	others
CCCCOC(=O)CSc1nnc(-c2ccc(Cl)cc2Cl)o1	11	-3%	1%	-1%	i	-5%	10%	9%	13
O=C1CCC2CCCCC2(O)O1 (centres undefined)	7	-7%	4%	3%	i	-4%	6%	6%	0
Cc1csc(NC(=O)c2ccccc2O)n1	6	16%	-15%	17%	/	-2%	2%	9%	7
O=C(NCCN1CCOCC1)Nc1ccc(Cl)cc1Cl	5	4%	-8%	-3%	i	1%	-11%	9%	9
CN(C)c1ccc(NC(=O)CN2CCC(C(=O)c3ccc(F)cc3)CC2)cc1	12	10%	-3%	1%	i	6%	/	-6%	10
Cc1ccc(-n2[nH]c(C)c(/C=N/c3ccccn3)c2=O)cc1	7	0%	-7%	-11%	i	-9%	4%	7%	13
O=C(CSc1nnc(Cc2cc(=O)[nH]c(=O)[nH]2)n1-c1ccccc1)N1CCCC1	13	3%	-8%	4%	i	-9%	3%	0%	17
COc1cc(C(=O)OCC(=O)c2c[nH]c3ccccc23)ccc1OCC(=O)N1CCOCC1	2	11%	-1%	18%	i	10%	/	12%	1
COc1ccc(CC(=O)NC(C)c2nnc(SCc3nc4ccccc4c(=O)[nH]3)n2C)cc1 (centres undefined)	2	0%	-2%	2%	i	8%	8%	2%	4
S=c1[nH]nc(C2COc3ccccc3O2)o1 (centres undefined)	0	-7%	0%	-6%	i	-15%	/	11%	8
CCCc1cc(-n2ccnc2C)n2c(nc3ccccc32)c1C#N	7	-5%	-1%	-1%	i	11%	/	5%	0
O=C(NC1CC2CCCC(C1)N2CC(=O)N1CCCc2ccccc21)C1CCCCC1 (centres undefined)	0	4%	-3%	9%	i	-4%	7%	10%	10
O=C(COC(=O)c1ccc(Br)o1)Nc1nc2ccccc2s1	2	10%	-5%	-13%	i	9%	10%	6%	5
COc1ccc(C(C)=O)cc1COC(=O)c1ccc2c(c1)OCO2	0	-20%	2%	9%	i	-33%	6%	8%	20
Cc1ccc2cc(CN(C(=O)c3cccnc3)C(C)C)c(=O)[nH]c2c1	5	-5%	-4%	-5%	i	-11%	2%	11%	5
CC(C)(C)n1ncc2c(=O)n(CC(=O)NCc3ccc(F)cc3)cnc21	3	32%	3%	16%	i	47%	/	16%	9	PMK inhibit pilot replicates=0.0;Spn MK inh pilot replicates=0.0;Spn DPM-DC inh pilot screen %=0.0
CC12C(=O)N(c3nccs3)C(=O)C1C1C=CC2C1 (centres undefined)	4	2%	1%	-5%	i	6%	17%	-2%	0
CC(C)Oc1ccccc1C1CC(=O)Nc2cc3c(cc21)OCO3 (centres undefined)	3	43%	-3%	67%*	i	39%	15%	13%	8
CCOC(=O)c1ccc(NC(=O)CCC(=O)OC)cc1	5	0%	-2%	-1%	i	8%	/	-1%	5
Cc1ccc(S(=O)(=O)N2CCOCC2)cc1C(=O)O	3	-12%	-4%	5%	i	-14%	5%	7%	5
Cc1ccc(CN2C(=O)CCC2C(=O)NCc2ccc3c(c2)OCO3)cc1 (centres undefined)	8	0%	-8%	9%	i	-4%	8%	10%	16
Cn1cnc(S(=O)(=O)Nc2ccc(C(F)(F)F)cc2)c1	3	4%	0%	13%	i	11%	2%	16%	13	PMK inhibit pilot replicates=1.5;Spn MK inh pilot replicates=0.0;Spn DPM-DC inh pilot screen %=0.0
CCNc1nc(Oc2ccccc2)nc(OC(C)C(=O)OCC)n1 (centres undefined)	6	8%	5%	6%	i	-4%	15%	9%	7
O=C(COC(=O)c1ccc(Br)o1)Nc1ccc(S(=O)(=O)N2CCCC2)cc1	1	-1%	5%	-5%	i	1%	2%	14%	19	PMK inhibit pilot replicates=2.5;Spn MK inh pilot replicates=0.0;Spn DPM-DC inh pilot screen %=0.0
CCN1CCc2c(sc(NC(=O)c3ccc(S(=O)(=O)N4CCOCC4)cc3)c2C(N)=O)C1	2	-6%	1%	2%	i	-14%	-5%	15%	4

Part of the list above in order of molecular weight, rising.
SMILES	Spn MK inh	HPDE-C7K KRASV12	Bfl-1 inhibitors	HT1080 cytotoxicity	Spn DPM-DC inh	HPDE-C7 viability	LYP phosphatase	Alkaline phosphatase	PMK inhibit	others
S=c1[nH]nc(C2COc3ccccc3O2)o1 (centres undefined)	0	-7%	0%	-6%	i	-15%	/	11%	8
CC12C(=O)N(c3nccs3)C(=O)C1C1C=CC2C1 (centres undefined)	4	2%	1%	-5%	i	6%	17%	-2%	0
O=C(NCCN1CCOCC1)Nc1ccc(Cl)cc1Cl	5	4%	-8%	-3%	i	1%	-11%	9%	9
CC(C)Oc1ccccc1C1CC(=O)Nc2cc3c(cc21)OCO3 (centres undefined)	3	43%	-3%	67%*	i	39%	15%	13%	8
COc1ccc(C(C)=O)cc1COC(=O)c1ccc2c(c1)OCO2	0	-20%	2%	9%	i	-33%	6%	8%	20
CC(C)(C)n1ncc2c(=O)n(CC(=O)NCc3ccc(F)cc3)cnc21	3	32%	3%	16%	i	47%	/	16%	9	PMK inhibit pilot replicates=0.0;Spn MK inh pilot replicates=0.0;Spn DPM-DC inh pilot screen %=0.0
CCCCOC(=O)CSc1nnc(-c2ccc(Cl)cc2Cl)o1	11	-3%	1%	-1%	i	-5%	10%	9%	13
O=C(COC(=O)c1ccc(Br)o1)Nc1nc2ccccc2s1	2	10%	-5%	-13%	i	9%	10%	6%	5
CN(C)c1ccc(NC(=O)CN2CCC(C(=O)c3ccc(F)cc3)CC2)cc1	12	10%	-3%	1%	i	6%	/	-6%	10
O=C(NC1CC2CCCC(C1)N2CC(=O)N1CCCc2ccccc21)C1CCCCC1 (centres undefined)	0	4%	-3%	9%	i	-4%	7%	10%	10
O=C(COC(=O)c1ccc(Br)o1)Nc1ccc(S(=O)(=O)N2CCCC2)cc1	1	-1%	5%	-5%	i	1%	2%	14%	19	PMK inhibit pilot replicates=2.5;Spn MK inh pilot replicates=0.0;Spn DPM-DC inh pilot screen %=0.0

Going on with the list:
SMILES	Spn MK inh	HPDE-C7K KRASV12	Bfl-1 inhibitors	HT1080 cytotoxicity	Spn DPM-DC inh	HPDE-C7 viability	LYP phosphatase	Alkaline phosphatase	PMK inhibit	others
CCN(CC)S(=O)(=O)c1cccc(-c2nnc(SCCOc3ccc(Cl)cc3)o2)c1	6	-1%	-2%	0%	i	3%	6%	2%	0
O=C(O)CCC(=O)Nc1ccccc1N1CCOCC1	10	20%	-4%	4%	i	10%	5%	10%	5
Cn1nc(C(=O)NCc2cccnc2)c2ccccc2c1=O	2	4%	-8%	4%	i	-2%	7%	7%	3
O=C(NC1CCCC1)C(c1ccccc1F)N(C(=O)c1ccco1)C1CCCC1 (centres undefined)	0	-19%	4%	-12%	i	-22%	14%	9%	15
Cc1cc(C(F)(F)F)c(C#N)c(SCC(=O)NC(C)(C)C)n1	3	6%	13%	5%	i	1%	/	0%	15
CC(=O)Nc1ccc(CN2CCCCCCC2)cc1	26	-12%	-11%	-8%	i	-8%	/	0%	4
CCCCCOC(=O)Cn1c(N2CCOCC2)nc2c1c(=O)[nH]c(=O)n2C	0	-27%	-2%	-11%	i	-22%	/	8%	10
CCn1c(CSc2nnc(-c3ccoc3C)n2C)nc2cc(S(=O)(=O)N(C)C)ccc21	0	-6%	-6%	4%	i	-5%	10%	4%	11
COCC(=O)Nc1nc(-c2ccccc2)ns1	14	/	/	-2%	i	/	17%	/	14
O=C(NCc1cccs1)C1CCCN(c2nc3ccccc3o2)C1 (centres undefined)	10	-8%	2%	-3%	i	-12%	/	2%	25*
Fc1ccc2[nH]c3c(N4CCN(c5ccccc5)CC4)ncnc3c2c1	0	-4%	6%	-4%	i	11%	5%	19%	2
CC1(C)CC(=O)C=C(Nc2ccccc2O)C1	6	-12%	-3%	11%	i	-16%	/	0%	11
COC(=O)C1=C(C)NC(=O)NC1c1cn(-c2ccccc2)nc1-c1cccs1 (centres undefined)	10	/	-11%	7%	i	/	0%	12%	14
Cc1ccc2c(c1)NCC(C(=O)NC1CCC(C)CC1)O2 (centres undefined)	5	-4%	2%	1%	i	-7%	/	9%	7
CC(C)OCCCNc1ncnc2c1cnn2-c1ccccc1	3	37%	2%	3%	i	27%	13%	4%	4
COCCSc1ccccc1C(=O)NCCCn1ccnc1	2	-28%	5%	3%	i	-16%	-3%	15%	0
Cc1cc(C)nc(N2CCCC(C(=O)Nc3ccc4c(c3)OCCO4)C2)n1 (centres undefined)	11	2%	10%	2%	i	0%	9%	10%	11
CCc1cccc2c(=O)c(C(=O)N3CCCCCC3)c[nH]c12	0	10%	4%	-3%	i	0%	-4%	7%	15	PMK inhibit pilot replicates=1.0;Spn MK inh pilot replicates=0.0;Spn DPM-DC inh pilot screen %=3.5
COC(=O)c1oc2nc(C)cc(C)c2c1N	0	14%	-6%	3%	/	6%	-13%	9%	4
NC(=O)NC(c1ccccc1)c1ccccc1F (centres undefined)	1	-3%	1%	-6%	i	4%	/	9%	0	PMK inhibit pilot replicates=0.0;Spn MK inh pilot replicates=0.0;Spn DPM-DC inh pilot screen %=3.5
COc1ccc(Br)cc1C(=O)Nc1ccc(O)cc1	4	-14%	0%	0%	i	-5%	5%	-2%	5
COc1cc(C(=O)NCCc2ccc(S(N)(=O)=O)cc2)cc(OC)c1OC	7	3%	-2%	-3%	i	3%	/	3%	13
CC1(c2ccccc2)NC(=O)N(CC(=O)NC(=O)NC2CCCC2)C1=O (centres undefined)	0	-10%	1%	-5%	i	-5%	/	8%	19
CCC(Cc1ccccc1)NC(=O)CN1C(=O)CSc2ncccc21 (centres undefined)	9	2%	-2%	2%	i	-2%	2%	15%	11
COc1cccc(N(CC(=O)NC(C)(C)C)C(=O)C2CSC(=O)C2)c1 (centres undefined)	4	-24%	-2%	-2%	i	-23%	-1%	7%	8
COc1ccc(C)cc1NC(=O)CN1CCN(c2ccc(F)cc2)CC1	8	-22%	-11%	-14%	i	-14%	/	2%	9
COc1ccc(N(CC(=O)N2CCN(C)CC2)S(=O)(=O)c2ccccc2)cc1OC	7	5%	-4%	3%	i	-1%	1%	7%	14

Copied from the listing for reference:
SMILES	Spn MK inh	HPDE-C7K KRASV12	Bfl-1 inhibitors	HT1080 cytotoxicity	Spn DPM-DC inh	HPDE-C7 viability	LYP phosphatase	Alkaline phosphatase	PMK inhibit	others
COc1ccc(C)cc1NC(=O)CN1CCN(c2ccc(F)cc2)CC1	8	-22%	-11%	-14%	i	-14%	/	2%	9
COc1ccc(N(CC(=O)N2CCN(C)CC2)S(=O)(=O)c2ccccc2)cc1OC	7	5%	-4%	3%	i	-1%	1%	7%	14

Screening data as filed in PubChem.
